Bioassay records deposited in PubChem by several laboratories.
MC4R antag cAMP: antagonists of human melanocortin 4 receptor (MC4R); MC4R-expressing cells, MTII-stimulated cAMP, LANCE TR-FRET; inhibition, % at 6.5 µM; actives 0.48% (n = 360,000);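 active = inhibition above its plate's cutoff, the mean of tested wells on that plate plus 3 SD, cut at about 29% in these data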;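 note: 0% = Melanotan II alone and 100% = Melanotan II plus saturating MCL0020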
Target sequence (P32245 whole entry, looked up): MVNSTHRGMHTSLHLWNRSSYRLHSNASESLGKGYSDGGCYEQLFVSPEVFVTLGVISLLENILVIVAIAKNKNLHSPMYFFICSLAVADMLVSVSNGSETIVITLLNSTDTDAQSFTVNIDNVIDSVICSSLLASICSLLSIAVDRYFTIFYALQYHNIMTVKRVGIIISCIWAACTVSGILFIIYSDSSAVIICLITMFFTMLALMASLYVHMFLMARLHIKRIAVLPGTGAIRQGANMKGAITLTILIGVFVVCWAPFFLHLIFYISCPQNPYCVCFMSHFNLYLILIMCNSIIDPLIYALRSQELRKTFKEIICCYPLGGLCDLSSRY
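Material – human MC4R-expressing U2OS cells · Repeats – no replicates · Detection – TR-FRET with Eu-cAMP and labeled anti-cAMP, 671 nm · Times – compound 30 min, challenge 1 h, detection 1 h · Compound – single nominal compound dose of 6.5 µM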
aDG glyco up: alpha-DG glycosylation activation; Pro5-aDG cells, alpha-DG glycosylation AlphaScreen (IIH6); 0% Pro5, 100% B10-LARGE cell signal; activation, % at 10 µM; actives 0.22% (n = 360,000); AID 624168;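 active = activation of at least 8% versus controls, or a plate z-score of at least 8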;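 note: Pro5 are CHO cells carrying HIG-tagged alpha-DG that lacks glycosylation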
MC4R ag barr: human MC4R agonism via beta-arrestin. U2OS MC4R beta-arrestin complementation, luminescence; percent of melanotan II response, DMSO zero. actives 0.98% (n = 360,000). activation, % at 8.9 µM;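 active = activation above a per-plate cutoff, the mean activation of sample wells on that plate plus 3 SD, cut at about 8% in these data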
Vif imaging: blocks HIV Vif function. HEK293T cells, Vif self-association by quenched fluorescence, imaging, 24 h. inhibition, % at 7.49 µM. actives 0.35% (n = 340,000). AID 602346; in the data active = inhibition above about 50%, passing the limit was not always enough; inconclusive = no clear call, values can overlap the other calls; inactive = below about 31%; note: some results filed as inactive read as strong as hits
ABCB6 inh 2: human ABCB6 transporter inhibition | fluorescence ratio to DMSO, % at 10 µM | Q9NP58 | actives 0.19% (n = 360,000) | K562-ABCB6 porphyrin accumulation, flow cytometry, 1 h; hits give low values;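 active = fluorescence ratio to DMSO below 75%, the collection mean minus 3 SD; inconclusive = too few cells collected in the well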;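 note: signal is porphyrin accumulated inside mitochondria; 100% equals median channel fluorescence of DMSO control wells; lower ratio means ABCB6 inhibition with less porphyrin fluorescence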
H9c2 protect: modulators protecting cardiomyocytes from myocardial damage; H9c2 cardiomyocytes, H2O2 injury protection, ATPLite, 2 h; protection from H2O2 cell death, % at 20 µM; actives 0.63% (n = 360,000); AID 588492;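 active = compounds giving at least 50% protection of heart cells from peroxide-induced death in the single-dose screen, raw or plate-pattern-corrected value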;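 note: 0% = DMSO wells with peroxide and 100% = DMSO wells without peroxide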
CaV13 FRET inh: Primary screen for inhibitors of IQ motif and Ca2+-dependent inactivation inhibitor domain binding in CACNA1D, Förster resonance energy transfer in living cells, … | HEK cells, CFP/YFP FRET ICDI-IQ, plate reader, 10 min; percent FRET-ratio fall versus neutral wells | inhibition, % at 12.3 µM | actives 0.098% (n = 340,000) | AID 743397;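 active = mean replicate inhibition of at least 30% and at least 1% of replicates passing that level; inconclusive = only one of the two criteria is met; inactive = neither criterion is met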;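 note: 0% = median of the neutral control wells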
N-glyco inh: N-linked glycosylation inhibition. D54 ERlucT glycosylation luciferase reporter, 24 h; percent of 100 nM tunicamycin response. reporter increase, % at 12.5 µM. actives 0.23% (n = 360,000);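 active = mean luciferase reporter signal, scaled so untreated is 0 and the glycosylation-blocking control 100, at or above a set limit in every replicate; inconclusive = mean reaches the limit but not every replicate does; inactive = mean below the limit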;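 note: luciferase carries N-glycosylation sites so blocking glycosylation raises the light; 0% = median of neutral control wells and 100% = median of 100 nM tunicamycin wells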
PDI turbidity: PDI (human) enzyme inhibition. P07237. PDI insulin aggregation turbidity, A650, 90 min. inhibition, % at 10 µM. actives 0.052% (n = 350,000). AID 588391;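 active = mean inhibition across replicates of 30% or more, whatever share of single replicates reach that level; inconclusive = mean inhibition below 30% while every single replicate reaches 30%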;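 note: absorbance from insulin aggregation driven by PDI reduction with DTT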
HTR2A ag: mouse HTR2A agonism via beta-arrestin recruitment; P35363; CHO-K1 mHTR2A beta-arrestin complementation, luminescence; percent of 30 µM serotonin response; activation, % at 7.6 µM; actives 0.66% (n = 360,000);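 active = activation above a run cutoff, the mean activation of all tested compounds plus 3 SD, cut at about 14% in these data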;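 note: 0% = plate median of compound wells and 100% = 30 µM serotonin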
Target sequence (P35363 whole entry, looked up): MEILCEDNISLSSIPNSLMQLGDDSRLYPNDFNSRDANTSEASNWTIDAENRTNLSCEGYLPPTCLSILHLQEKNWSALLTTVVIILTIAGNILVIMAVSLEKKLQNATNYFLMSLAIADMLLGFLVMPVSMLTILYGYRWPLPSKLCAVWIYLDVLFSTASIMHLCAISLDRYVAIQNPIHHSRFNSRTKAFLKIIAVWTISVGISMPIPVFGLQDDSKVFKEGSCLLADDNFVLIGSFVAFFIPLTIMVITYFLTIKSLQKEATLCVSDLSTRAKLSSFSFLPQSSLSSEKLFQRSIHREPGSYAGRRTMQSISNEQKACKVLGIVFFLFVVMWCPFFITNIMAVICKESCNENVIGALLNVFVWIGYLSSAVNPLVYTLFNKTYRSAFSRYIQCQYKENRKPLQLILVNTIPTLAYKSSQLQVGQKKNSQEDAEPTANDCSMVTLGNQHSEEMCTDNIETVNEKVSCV
Active calls of the source: *.

Results for COc1cc(/C=N/NC(=O)c2cccnc2)ccc1OCC(=O)N1CCOCC1 ?
MC4R antag cAMP: 4.5; aDG glyco up: -0.1; MC4R ag barr: 0.5; Vif imaging: -5.2; ABCB6 inh 2: 97.0; H9c2 protect: 2.9; CaV13 FRET inh: -16.0; N-glyco inh: 2.6; PDI turbidity: 2.1; HTR2A ag: 0.8

How did Cc1cc(N2CCN(S(=O)(=O)Cc3ccccc3)CC2)n2ncnc2n1 do in these assays?
MC4R antag cAMP: 1.3; aDG glyco up: 0.2; MC4R ag barr: -3.9; Vif imaging: 26.2; ABCB6 inh 2: 98.0; H9c2 protect: -4.3; CaV13 FRET inh: -7.8; N-glyco inh: 0.6; PDI turbidity: 4.7; HTR2A ag: 2.6

Results for CC1CCN(C(=O)CCNS(=O)(=O)c2ccc(Br)cc2)CC1 ?
MC4R antag cAMP: -0.8; aDG glyco up: 0.1; MC4R ag barr: -1.7; Vif imaging: inconclusive; ABCB6 inh 2: 97.0; H9c2 protect: -4.1; CaV13 FRET inh: -3.0; N-glyco inh: 0.2; PDI turbidity: -1.5; HTR2A ag: 2.6

Results for CN(CC(=O)NCc1ccc(Cl)cc1)S(=O)(=O)c1cccc2cccnc12 ?
MC4R antag cAMP: 8.7; aDG glyco up: 0.0; MC4R ag barr: 0.0; Vif imaging: 6.6; ABCB6 inh 2: 104.0; H9c2 protect: 5.3; CaV13 FRET inh: 1.6; N-glyco inh: -0.3; PDI turbidity: -8.5; HTR2A ag: 3.0

How did COc1ccc(OC)c(/C=C/C(=O)N(C)CC(=O)Nc2cc(C)ccc2C)c1 do in these assays?
MC4R antag cAMP: 10.8; aDG glyco up: 0.1; MC4R ag barr: -2.4; Vif imaging: -17.8; ABCB6 inh 2: 107.0; H9c2 protect: 0.2; CaV13 FRET inh: -9.3; N-glyco inh: 0.4; PDI turbidity: 0.8; HTR2A ag: -0.9

What do the screens show for `Cc1ccc(NC(=O)C2CC(=O)n3c(nc4ccccc43)N2)cc1Cl` (stereo not drawn)?
MC4R antag cAMP: 7.5; aDG glyco up: 3.6; MC4R ag barr: -1.2; Vif imaging: 6.3; ABCB6 inh 2: 101.0; H9c2 protect: -0.4; CaV13 FRET inh: -2.1; N-glyco inh: 0.7; PDI turbidity: -3.5; HTR2A ag: -2.0

Results for O=C(CSc1nc(C(F)(F)F)cc(=O)[nH]1)Nc1cccc2ccccc12 ?
MC4R antag cAMP: 3.1; aDG glyco up: 0.1; MC4R ag barr: 1.9; ABCB6 inh 2: 99.0; H9c2 protect: 7.3; CaV13 FRET inh: -1.5; N-glyco inh: 0.7; PDI turbidity: -6.0; HTR2A ag: 13.8

What do the screens show for `Nc1nc(-c2cccnc2)nn1C(=O)c1ccc(Cl)cc1`?
MC4R antag cAMP: 13.6; aDG glyco up: 0.0; MC4R ag barr: 1.3; Vif imaging: -1.2; ABCB6 inh 2: 91.0; H9c2 protect: 2.3; CaV13 FRET inh: -19.7; N-glyco inh: -0.3; PDI turbidity: -0.7; HTR2A ag: 0.4

Results for O=C(Nc1ccc(S(=O)(=O)Nc2cnc3ccccc3n2)cc1)c1ccc(Cl)cc1Cl ?
MC4R antag cAMP: 6.4; aDG glyco up: -0.1; MC4R ag barr: -0.8; Vif imaging: -3.0; ABCB6 inh 2: 103.0; H9c2 protect: -3.3; CaV13 FRET inh: -6.1; N-glyco inh: 2.9; PDI turbidity: 1.0; HTR2A ag: -1.3

Results for Clc1ccc(-c2nnc3n2CCCS3)cc1 ?
MC4R antag cAMP: -0.4; aDG glyco up: -0.1; MC4R ag barr: -2.0; Vif imaging: -6.4; ABCB6 inh 2: 95.0; H9c2 protect: 9.9; CaV13 FRET inh: -5.0; N-glyco inh: 2.2; PDI turbidity: -1.9; HTR2A ag: -0.4

How did COc1ccc(CC(=O)Nc2nccs2)cc1OC do in these assays?
MC4R antag cAMP: 10.8; aDG glyco up: 0.5; MC4R ag barr: -0.7; ABCB6 inh 2: 98.0; H9c2 protect: -6.5; CaV13 FRET inh: -3.1; N-glyco inh: 1.1; PDI turbidity: 2.1; HTR2A ag: 0.2

How did C(=C\c1ccccc1)/CN1CCN(C(CCc2ccccc2)c2nnnn2C2CCCC2)CC1 (stereo not drawn) do in these assays?
aDG glyco up: -0.2; Vif imaging: -5.0; ABCB6 inh 2: 99.0; H9c2 protect: -3.7; CaV13 FRET inh: -4.1; N-glyco inh: -1.5; HTR2A ag: -10.6

Results for Nc1ncnc2c1ncn2[C@@H]1O[C@H](CN=C2NS(=O)(=O)c3ccccc32)[C@@H](O)[C@H]1O ?
MC4R antag cAMP: -2.8; aDG glyco up: -0.1; MC4R ag barr: -3.2; Vif imaging: 1.1; ABCB6 inh 2: 102.0; H9c2 protect: -3.4; CaV13 FRET inh: -6.3; N-glyco inh: 0.7; PDI turbidity: 1.9; HTR2A ag: 1.7

What do the screens show for `CCOC(=O)N1CCC(N2Cc3cccc(C(=O)Nc4cc(F)ccc4F)c3C2=O)CC1`?
MC4R antag cAMP: -1.1; aDG glyco up: 0.5; MC4R ag barr: 2.2; ABCB6 inh 2: 95.0; H9c2 protect: 34.9; CaV13 FRET inh: -1.3; N-glyco inh: 1.9; HTR2A ag: 0.4

How did CC(C)C(NC(=O)c1ccccc1F)C(=O)NCc1ccc(S(=O)(=O)N2CCOCC2)cc1 (stereo not drawn) do in these assays?
MC4R antag cAMP: 2.3; aDG glyco up: -0.2; MC4R ag barr: -1.9; Vif imaging: -2.5; ABCB6 inh 2: 92.0; H9c2 protect: 4.0; CaV13 FRET inh: -6.1; N-glyco inh: -0.1; PDI turbidity: -6.1; HTR2A ag: 1.3

Results for Cc1ccc(CNC(=O)c2ccc(C)s2)cc1 ?
MC4R antag cAMP: -3.5; aDG glyco up: 0.1; MC4R ag barr: -0.5; Vif imaging: 7.8; ABCB6 inh 2: 104.0; H9c2 protect: 0.6; CaV13 FRET inh: -3.5; N-glyco inh: 0.6; PDI turbidity: 8.3; HTR2A ag: -1.9

How did CS(=O)(=O)N1CCC(C(=O)Nc2ccc(Cl)cc2)CC1 do in these assays?
MC4R antag cAMP: 12.5; aDG glyco up: 0.0; MC4R ag barr: 0.6; Vif imaging: -4.0; ABCB6 inh 2: 98.0; H9c2 protect: 10.8; CaV13 FRET inh: -19.9; N-glyco inh: 0.3; PDI turbidity: 1.7; HTR2A ag: 4.8

What do the screens show for `O=C(Nc1ccccc1F)c1ccc(OCc2ccccc2)cc1`?
MC4R antag cAMP: 0.8; aDG glyco up: -0.1; MC4R ag barr: 2.9; Vif imaging: 2.0; ABCB6 inh 2: 101.0; H9c2 protect: -6.5; CaV13 FRET inh: -15.0; N-glyco inh: -4.1; PDI turbidity: -21.5; HTR2A ag: -4.0

How did CCC(c1nnnn1-c1ccc2c(c1)OCCO2)N1CCN(CC)CC1 (stereo not drawn) do in these assays?
aDG glyco up: -0.3; ABCB6 inh 2: 100.0; CaV13 FRET inh: -5.0; HTR2A ag: 1.8

What do the screens show for `CCOc1ncccc1C(=O)OCC(=O)NCCc1ccc(S(N)(=O)=O)cc1`?
MC4R antag cAMP: 4.8; aDG glyco up: -0.1; MC4R ag barr: -0.8; Vif imaging: -4.6; ABCB6 inh 2: 93.0; H9c2 protect: 4.4; CaV13 FRET inh: -15.8; N-glyco inh: -1.0; PDI turbidity: 2.8; HTR2A ag: -2.4

How did O=C(CN1C(=O)NC2(CCCC2)C1=O)OCc1ccc(Cl)c(Cl)c1 do in these assays?
MC4R antag cAMP: -4.8; aDG glyco up: 0.2; MC4R ag barr: 1.1; Vif imaging: 14.4; ABCB6 inh 2: 99.0; H9c2 protect: -2.0; CaV13 FRET inh: -3.6; N-glyco inh: 0.4; PDI turbidity: 7.3; HTR2A ag: -2.3

Results for CC(C)(C)CC(=O)Nc1ccc(-c2nnc3n2CCCCC3)cc1 ?
MC4R antag cAMP: 9.3; aDG glyco up: 0.0; MC4R ag barr: 0.5; Vif imaging: -1.5; ABCB6 inh 2: 96.0; H9c2 protect: 0.9; CaV13 FRET inh: -1.9; N-glyco inh: 0.3; PDI turbidity: -4.9; HTR2A ag: 0.3

How did Cc1ccc(NC(=O)CSc2nnc(CNC(=O)c3cccs3)o2)c(C)c1 do in these assays?
MC4R antag cAMP: 6.8; aDG glyco up: -0.1; MC4R ag barr: 0.6; Vif imaging: 3.5; ABCB6 inh 2: 102.0; H9c2 protect: 11.0; CaV13 FRET inh: 5.1; N-glyco inh: 0.3; PDI turbidity: -0.2; HTR2A ag: -1.2

Results for CCC1(c2ccc(Cl)cc2)NC(=S)N(c2ccc(C)c(C)c2)N1 (stereo not drawn) ?
MC4R antag cAMP: -0.8; aDG glyco up: -0.1; MC4R ag barr: -1.6; Vif imaging: -7.6; ABCB6 inh 2: 100.0; H9c2 protect: -6.2; CaV13 FRET inh: -5.6; N-glyco inh: 0.9; PDI turbidity: -5.2; HTR2A ag: -2.4

How did CC1CCN(C(=O)C2CCN(S(=O)(=O)N3CCC4(CC3)OCCO4)CC2)CC1 do in these assays?
MC4R antag cAMP: 17.3; aDG glyco up: 0.1; MC4R ag barr: -0.9; Vif imaging: -8.5; ABCB6 inh 2: 100.0; H9c2 protect: -0.7; CaV13 FRET inh: -2.8; N-glyco inh: 0.2; PDI turbidity: -0.5; HTR2A ag: -3.5

How did O=C(Oc1ccccc1N1C(=O)C2CCCCC2C1=O)c1ccccc1F (stereo not drawn) do in these assays?
MC4R antag cAMP: 5.3; aDG glyco up: -0.2; MC4R ag barr: -3.4; Vif imaging: 1.1; ABCB6 inh 2: 96.0; H9c2 protect: -6.7; CaV13 FRET inh: -1.7; N-glyco inh: -0.4; PDI turbidity: 2.5; HTR2A ag: 2.1

How did Cc1cc(C)n2c(Nc3ccc4c(c3)OCCO4)c(C3CC3)nc2n1 do in these assays?
aDG glyco up: 0.1; ABCB6 inh 2: 130.0; CaV13 FRET inh: -8.9; HTR2A ag: 3.7

How did CCc1ccc(C(=O)COC(=O)c2cc([N+](=O)[O-])ccc2NCCO)cc1 do in these assays?
MC4R antag cAMP: 13.7; aDG glyco up: 0.4; MC4R ag barr: 0.7; Vif imaging: 4.5; ABCB6 inh 2: 92.0; H9c2 protect: -15.2; CaV13 FRET inh: -16.9; N-glyco inh: 2.0; PDI turbidity: -2.1; HTR2A ag: -1.7

How did O=C(CN1C(=O)NC2(CCCCCC2)C1=O)c1ccc(Cl)cc1 do in these assays?
MC4R antag cAMP: 11.5; aDG glyco up: 0.2; MC4R ag barr: -0.8; Vif imaging: -1.0; ABCB6 inh 2: 95.0; H9c2 protect: 7.4; CaV13 FRET inh: -5.5; N-glyco inh: 0.0; PDI turbidity: 3.4; HTR2A ag: -3.5

What do the screens show for `CC(NC(=O)c1ccccc1NS(C)(=O)=O)c1ccccc1` (stereo not drawn)?
MC4R antag cAMP: -2.2; aDG glyco up: -0.2; MC4R ag barr: -1.0; ABCB6 inh 2: 185.0; H9c2 protect: 3.9; N-glyco inh: 0.3; PDI turbidity: -10.2; HTR2A ag: 5.9
